# Polio RdRp inh: poliovirus RNA polymerase inhibition; P03300; poliovirus polymerase elongation, fluorescence polarization; hits give low values; % elongation, % (compound at 16.7 µg/mL); 0.66% of 150,000 active; AID 588519; in the data active = % elongation below about 90%; also: some results filed as inactive read as strong as hits
# Target sequence (P03300 1749-2209 limits assumed): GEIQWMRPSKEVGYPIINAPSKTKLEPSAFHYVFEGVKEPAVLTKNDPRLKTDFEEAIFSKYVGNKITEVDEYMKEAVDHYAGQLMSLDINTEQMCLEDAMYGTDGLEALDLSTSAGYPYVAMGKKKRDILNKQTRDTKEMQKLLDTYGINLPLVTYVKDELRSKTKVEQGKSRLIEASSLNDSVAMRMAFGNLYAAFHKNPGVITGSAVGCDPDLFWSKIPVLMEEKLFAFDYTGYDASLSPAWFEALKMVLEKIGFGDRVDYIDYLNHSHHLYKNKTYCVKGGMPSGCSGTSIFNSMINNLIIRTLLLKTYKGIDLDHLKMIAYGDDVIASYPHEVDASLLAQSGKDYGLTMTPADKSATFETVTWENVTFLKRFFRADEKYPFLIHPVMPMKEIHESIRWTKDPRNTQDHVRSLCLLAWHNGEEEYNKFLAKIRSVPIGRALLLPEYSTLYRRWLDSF
# Polio RdRp inh FP z-score: also measured in Polio RdRp inh; calls as there; z-score; measured here: FP z-score; hits read low
# * marks the source's active call; other numbers are inactive results.
SMILES,Polio RdRp inh,Polio RdRp inh FP z-score
O=C(O)CSC1CC(=O)N(c2cccc(Cl)c2)C1=O (stereo not drawn),104,0.7
COc1ccc(NC(=S)N2CCN(C)CC2)cc1,103,0.1
O=C(CSc1nnnn1C1CCCC1)Nc1ccc(S(=O)(=O)N2CCCCC2)cc1,99,-0.1
Cc1cccc(N2CCN(C(=O)Nc3ccccc3)CC2C)c1 (stereo not drawn),101,-0.6
COc1ccccc1CNC(=O)CNC(=O)c1cccc(C)c1,103,0
CC(C(=O)O)c1c(C(=O)O)[nH]c2ccccc12 (stereo not drawn),99,-1.1
CC(=O)Nc1ccccc1OCC(=O)c1cc(C)n(CC2CCCO2)c1C (stereo not drawn),101,-0.1
CC(=O)N1CCN(C(=O)c2ccc(C(=O)c3ccccc3)cc2)CC1,104,0.3
Cc1c(C#N)c(NC(=O)COc2ccc(F)cc2Br)n(Cc2ccco2)c1C,108,0.8
O=C1c2ccccc2S(=O)(=O)c2cc(C(=O)N(Cc3ccco3)Cc3cccs3)ccc21,103,0.1
Cc1nn(CCCC(=O)NCCC2=CCCCC2)c(=O)c2nccn12,104,1
CN(C(=O)c1ccc(S(C)(=O)=O)cc1)c1c(N)n(Cc2ccccc2)c(=O)[nH]c1=O,101,-0.3

# Among those listed so far, five have sulfur.
SMILES,Polio RdRp inh,Polio RdRp inh FP z-score
O=C(O)CSC1CC(=O)N(c2cccc(Cl)c2)C1=O (stereo not drawn),104,0.7
COc1ccc(NC(=S)N2CCN(C)CC2)cc1,103,0.1
O=C(CSc1nnnn1C1CCCC1)Nc1ccc(S(=O)(=O)N2CCCCC2)cc1,99,-0.1
O=C1c2ccccc2S(=O)(=O)c2cc(C(=O)N(Cc3ccco3)Cc3cccs3)ccc21,103,0.1
CN(C(=O)c1ccc(S(C)(=O)=O)cc1)c1c(N)n(Cc2ccccc2)c(=O)[nH]c1=O,101,-0.3

# Following part.
SMILES,Polio RdRp inh,Polio RdRp inh FP z-score
O=C(c1cc(-c2ccccc2)n[nH]1)N1CCn2c1nc1ccccc12,102,-0.3
CCOC(=O)C1=C(CSc2nnnn2-c2ccccc2OCC)NC(=O)NC1c1ccccc1 (stereo not drawn),102,-0.1
COc1ccc(/C=N/OCC(=O)N2CCN(C)CC2)cc1,105,0.2
O=C(O)CNC(=O)c1ccc(N2CCCC2=O)cc1,106,0.6
O=C1NC(c2ccccc2)/C(=C(\O)c2ccccc2)C1=O (stereo not drawn),104,0.4
CC1=Nc2ccccc2N=C(NC(=O)CN2CCN(c3ccccc3)CC2)C1c1ccccc1 (stereo not drawn),100,-0.1
COc1ccc(CCNC(=O)CCn2c(=O)c3ccccc3n(Cc3c(C)cc(C)cc3C)c2=O)cc1OC,107,0.2
COc1ccc(-c2nc(CSCC(=O)NCCN3CCN(c4cccc(Cl)c4)CC3)c(C)o2)cc1OC,102,1
CC1(C)CC(NC(=O)c2ccc(C#N)cc2)CC(C)(C)N1,103,0.7
CSC(=S)n1cccc1,101,0
CC(C)CNC(=O)C1Sc2nnc(-c3ccccc3)n2NC1c1ccccc1 (stereo not drawn),100,-0.2
CCn1c(=O)c(=O)[nH]c2cc(C(=O)NCc3ccc(F)cc3)ccc21,108,0.7
CC1CCCCC1NC(=O)CCn1c(=O)oc2ccccc21 (stereo not drawn),101,-0.1
O=C(Nc1ccc(-n2nncc2-c2ccccc2)cc1)c1ccc(S(=O)(=O)N2CCCCC2)cc1,102,0.3
CCC1CCCCN1C(=O)Cn1c(=O)n(CC2CCC(C(=O)NC3CCCC3)CC2)c(=O)c2ccccc21 (stereo not drawn),98,-0.3
CCCCn1c(=O)c2oc3ccccc3c2n(Cc2cccc(Cl)c2)c1=O,105,1.5
CCn1c(=O)c2sccc2n2c(CCCC(=O)Nc3ccc(OC)c(OC)c3)nnc12,116,0.2
OC1CCN(C(c2cccc(C(F)(F)F)c2)c2nnnn2Cc2ccc(F)cc2)CC1 (stereo not drawn),99,-1
COc1ccc2[nH]cc(CCNC(=O)Nc3c(C)cccc3C)c2c1,109,0.3
CC1=C(c2ccc(C)c(C)c2)S(=O)(=O)N=C1N1CCC(C(=O)NCc2ccc(C)o2)CC1,102,-0.3
CC(C)(C)c1c[n+](-c2ccccc2)c2n1CCCS2,100,-0.8
Cn1nc(C(=O)N2CCCCC2)c2c1-c1ccccc1SC2,101,-0.6
COc1ccc(C(CC(=O)NCc2ccco2)Sc2n[nH]c(-c3ccc(Cl)cc3)n2)cc1 (stereo not drawn),101,0.1
O=C(CCn1c(=O)c2cccn2c2cccnc21)N1CCN(c2ccccc2)CC1,111,0.8

# Entries of single compounds, looked up by structure.
# CC(C)(C)c1c[n+](-c2ccccc2)c2n1CCCS2 is listed as Polio RdRp inh = 100; Polio RdRp inh FP z-score = -0.8
# CC1CCCCC1NC(=O)CCn1c(=O)oc2ccccc21 (stereo not drawn) is listed as Polio RdRp inh = 101; Polio RdRp inh FP z-score = -0.1

# Remaining list, next part.
SMILES,Polio RdRp inh,Polio RdRp inh FP z-score
O=C(CCS(=O)(=O)c1ccc(F)cc1)Nc1ccccc1,103,0.4
CC(C)Cn1c(SCn2nnc3ccccc3c2=O)nc2ccccc2c1=O,103,0.3
Cc1ccc(NC(=O)Nc2sc3nc4n(c(=O)c3c2C)CCC(C)CC4)c(Cl)c1 (stereo not drawn),113,2
O=S(=O)(NC1CCCC1)c1cccs1,102,0.4
O=C(CCc1nc2ccccc2o1)OCc1cc(=O)n2c3c(sc2n1)CCCC3,101,-0.2
COCCCn1c(C)cc(C(=O)COc2cccc(C#N)c2)c1C,108,0.9
Cc1ccc(CSc2n[nH]c(N)n2)cc1,100,0
Cc1ccc(-c2nc(CCNC(=O)C(=O)Nc3ccc(C)cc3C)cs2)cc1,103,-1
CCN(CC)c1ccc(C=C2C(=O)N(C)C(=S)N(C)C2=O)cc1,103,0.3
COc1cc(OC)c(C(=O)OC(C)C(=O)N2CCC(C)CC2)cc1OC (stereo not drawn),106,0.5
COc1ccccc1CNC(=O)CCCn1c(=O)c2cccn2c2ccccc21,117,1.7
Cc1c(CNC2CCC(C)CC2)c(C(=O)O)c(C)n1Cc1ccc(Cl)cc1 (stereo not drawn),109,0.1
COc1ccc(S(=O)(=O)NC(CC(=O)NC2CCCC2)c2ccco2)cc1 (stereo not drawn),101,0.3
CCn1cnc2cc(NC(=O)C3CCCCC3)ccc21,101,-0.1
CCOC(=O)C1CCCN(C(=O)c2c[nH]n3c(=O)c(Cc4ccc(Cl)cc4)c(C)nc23)C1 (stereo not drawn),100,-0.4
N#Cc1ccc(COc2cccc3cccnc23)cc1,103,0.5
CCCC1c2ccc(C)n2CCN1C(=O)Nc1cc(Cl)ccc1C(=O)OC (stereo not drawn),105,1
CCCCNC(=O)C(Cc1ccccc1)NS(=O)(=O)c1ccc2c(c1)c(=O)n(C)c(=O)n2C (stereo not drawn),102,-0.2
COc1ccc(C2CC(c3ccccc3)=NN2C(=O)CN(C)C2CCS(=O)(=O)C2)cc1 (stereo not drawn),104,0.1
Cn1cc(O)nc1NC(=O)c1cccc(Oc2ccccc2)c1,101,-0.2
CC(C)(C)c1ccc(C(=O)NCCn2c(N)c(C#N)c3nc4ccccc4nc32)cc1,107,0.5
CCOC(=O)c1c(NC(=O)CC)sc(C)c1C,103,0.2
CC(C)(C)OC(=O)n1cc(C(=O)c2ccccc2O)cn1,101,-0.2
CN(C(=O)Nc1ccc(Cl)cc1)n1cnc2ccccc2c1=O,102,-0.2
COc1ccc(C2c3[nH]c4ccc(OC)cc4c3CCN2C(=O)Nc2ccccc2)cc1 (stereo not drawn),105,-0.2
CCn1cc(C(=O)NC)c(=O)c2ccc(C)nc21,99,-0.1
CC(=O)N1CCc2cc(S(=O)(=O)N3CCN(c4ccc(C)cc4)C(C)C3)ccc21 (stereo not drawn),110,-0.6
CCOc1ccc(-c2nnc(N(C(=O)C3CCC3)C(C)C)s2)cc1,100,-0.4
CCc1ccc(S(=O)(=O)c2nnn3c2nc(NCc2cccc(OC)c2)c2cc(Cl)ccc23)cc1,89*,-4.6*
CCCCNc1ccc(-c2nc(-c3ccccn3)no2)cc1[N+](=O)[O-],104,-0.7
CCOc1ccc2nc(N3CCC(C(=O)NCCOC)CC3)sc2c1,100,-0.8
COc1ccc(CCNc2oc(/C=C/c3cc(OC)c(OC)c(OC)c3)nc2C#N)cc1OC,103,-1.2
CC(C)CN(C(=O)COc1ccc(C#N)cc1)c1c(N)n(CC(C)C)c(=O)[nH]c1=O,107,0.6
Cc1ccc(Cc2nc3ccccc3nc2SCC(=O)NCCC(C)C)cc1,109,0.7
C(=N/N1CCN(c2ccccc2)CC1)/c1ccccc1,100,-0.3
CCn1c(C(=O)N2CCC(C(=O)NCCCOC)CC2)cc2sccc21,106,0

# Compounds shown so far containing two or more sulfur atoms, in the order listed:
SMILES,Polio RdRp inh,Polio RdRp inh FP z-score
O=C(CSc1nnnn1C1CCCC1)Nc1ccc(S(=O)(=O)N2CCCCC2)cc1,99,-0.1
O=C1c2ccccc2S(=O)(=O)c2cc(C(=O)N(Cc3ccco3)Cc3cccs3)ccc21,103,0.1
CSC(=S)n1cccc1,101,0
O=S(=O)(NC1CCCC1)c1cccs1,102,0.4

# (continued)
SMILES,Polio RdRp inh,Polio RdRp inh FP z-score
COC(=O)C(C(=O)N1CCCc2ccccc21)C1CCCC1 (stereo not drawn),101,0
O=c1c2ccccc2c(=O)n2n1Cc1ccccc1C2,101,-0.8
CC1(C)C2CCC1(CS(=O)(=O)N1CCCC1)C(=O)C2 (stereo not drawn),105,0.3
CCOC(=O)CSc1n[nH]c(CN2c3ccccc3Sc3ccccc32)n1,101,-0.4
CS(=O)(=O)c1ncc(Cl)c(C(=O)N(Cc2ccccc2)c2ccccn2)n1,102,0.1
COc1cc(OC)c(C(=O)OCCOc2ccccc2C)cc1OC,106,0
CC(c1ccccc1)C1CC(=O)N(Cc2ccccc2)C1=O (stereo not drawn),99,-0.6
Cc1nnc(N2CCC(C(=O)N3CCCCC3)CC2)c2nn(-c3ccccc3)c(C)c12,101,-0.7
CC(C)n1c(=O)c2oc3ccccc3c2n(Cc2ccccc2)c1=O,104,0.9
CCCCC(=O)Nc1ccc(C(=O)OCc2cc(=O)n3ccsc3n2)cc1,108,0.5
CCC(=O)N1CCc2cc(Br)cc(S(=O)(=O)N3CCCC(C(=O)NCc4cccc(OC)c4)C3)c21 (stereo not drawn),101,-1.5
Cc1ccc(C(=O)c2cc(F)c(N3CCOCC3)cc2Cl)cc1C,101,-0.1
Cc1ccc(-c2nc3nc(C)cc(N4CCN(c5cccc(C)c5C)CC4)n3n2)cc1,108,-1.2
N#CC1(NC(=O)CN2CCN(c3ccccc3Cl)CC2)CCCC1,105,0.2
Cc1cc(C)c2[nH]c(=O)c(CN(CCN3CCOCC3)C(=S)NCC3CCCO3)cc2c1 (stereo not drawn),102,0
CCc1nc2c3ccccc3ncn2n1,98,-0.8
O=C(NCCCN1CCN(c2ccccc2)CC1)c1ccc2nc(CCc3ccccc3)oc2c1,112,1.1
Cc1nnc(N2CCCC(C(=O)NC3CC3)C2)c2nn(-c3ccccc3)c(C)c12 (stereo not drawn),104,0.4
CN(Cc1nc2ccccc2n1CCc1ccccc1)S(=O)(=O)c1ccccc1,102,0.1
COc1ccc(NC(=O)CC(c2ccccc2)c2ccco2)cc1 (stereo not drawn),100,-0.1
CCC(=O)NC(=S)Nc1cccc(Cl)c1N1CCOCC1,101,0.5
Cc1ccc(-c2csc(-c3ccccc3N)n2)cc1,99,-1.2
Cc1ccc(-n2c(C)cc(=O)cc2C)c(C)c1,101,0.1
Cc1ccc(Cn2c(=O)oc3ccccc32)cc1,101,-0.2

# Pulled by compound from the entries so far (4):
SMILES,Polio RdRp inh,Polio RdRp inh FP z-score
Cc1ccc(-c2nc3nc(C)cc(N4CCN(c5cccc(C)c5C)CC4)n3n2)cc1,108,-1.2
Cc1nnc(N2CCCC(C(=O)NC3CC3)C2)c2nn(-c3ccccc3)c(C)c12 (stereo not drawn),104,0.4
CN(Cc1nc2ccccc2n1CCc1ccccc1)S(=O)(=O)c1ccccc1,102,0.1
COc1ccc(NC(=O)CC(c2ccccc2)c2ccco2)cc1 (stereo not drawn),100,-0.1

# More results.
SMILES,Polio RdRp inh,Polio RdRp inh FP z-score
Cc1ccc(CN(C(=O)c2ccccc2[N+](=O)[O-])c2ccccn2)cc1,110,0.3
O=C(Nc1nnc(CCN2CCOCC2)s1)c1ccc(Cl)cc1,100,-1.1
CNC(=O)c1ccc(Nc2nnc(-c3ccc(C)c(S(=O)(=O)N(C)C)c3)c3ccccc23)cc1,106,0.2
CCC1(CC)Cc2ccccc2C(=C(C#N)C#N)N1,101,-0.1
CCOC(=O)c1cn(C2CC(O)(O)C3OCC2O3)nc1N (stereo not drawn) (tested in a mixture with another compound),109,0.5
CCn1c(=N)c(S(=O)(=O)c2ccccc2)cc2c(=O)n3ccccc3nc21,101,-0.2
CCCCn1c(=NC(=O)c2c(-c3c(F)cccc3Cl)noc2C)c(C(=O)OCC)cc2c(=O)n3ccccc3nc21,104,-0.2
CN1C(=O)C/C(=N\O)N(C)C1=O,103,0.3
CCn1c2ccccc2c2cc(N=C=S)ccc21,100,0.1
COc1ccccc1-n1nnnc1SCc1ccccc1,99,-0.3
COc1ccc(-c2onc(C)c2C)cc1S(=O)(=O)NCCc1ccccc1,106,-0.2
O=C(Nc1noc2c1COc1ccccc1-2)N1CCC(Cc2ccccc2)CC1,99,-1.4
O=C(Cn1c2ccccc2c2cn[nH]c(=O)c21)NCC1CCCO1 (stereo not drawn),102,0
CN(C)C(=S)SSC(=S)N(C)C,101,0.2
CCc1nnc(SCC(=O)NCc2ccc(C)cc2)c2cc3sccc3n12,104,0.9
CCCCN(CCCC)CCNC(=O)c1cn(CC)c2ccc(S(=O)(=O)N3CCc4ccccc4C3)cc2c1=O,105,0.2
S=c1[nH]nc2n1CCCN2,100,-0.1
O=C(O)CCNC(=O)Nc1ccccc1,101,-0.4
CCOc1ccccc1NC(=O)Cc1csc(COc2cccc(C)c2)n1,100,-1.6
Cc1ccccc1Nc1nn2c(=O)c3ccc(C(=O)N4CCc5ccccc5C4)cc3nc2s1,104,0.6

# From PubChem BioAssay

# Not all compounds are listed, so the mix of outcomes need not match the whole.
